Screening data: PubChem BioAssay, Broad Institute
KDM4C inh: blocks human GASC-1 (KDM4C) demethylase activity; 96,000 compounds, 0.15% hits; GST-KDM4C 2-372, H3K9me3 peptide, LANCE TR-FRET; Q9H3R0; inhibition, % at 12.5 µM; AID 720574;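 active = mean replicate inhibition above about 25%, with at least 55% of replicates also reaching it, limit read from the data, passing the limit was not always enough; inconclusive = only one of those two conditions met; inactive = neither condition met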
Target sequence (Q9H3R0 2-372 limits assumed): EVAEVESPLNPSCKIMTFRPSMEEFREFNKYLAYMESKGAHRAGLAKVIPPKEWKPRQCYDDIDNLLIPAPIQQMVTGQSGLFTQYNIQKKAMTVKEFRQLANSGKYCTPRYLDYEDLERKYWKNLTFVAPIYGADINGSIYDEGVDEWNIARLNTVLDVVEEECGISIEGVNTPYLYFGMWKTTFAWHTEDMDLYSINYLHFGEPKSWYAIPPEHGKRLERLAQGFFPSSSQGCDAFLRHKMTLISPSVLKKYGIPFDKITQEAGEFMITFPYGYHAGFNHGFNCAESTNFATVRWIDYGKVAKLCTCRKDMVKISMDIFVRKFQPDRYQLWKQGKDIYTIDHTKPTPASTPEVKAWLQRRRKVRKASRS
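reagent = H3K9me3 peptide substrate, Fe(II), 2-oxoglutarate | system = GST-tagged GASC-1 (JMJD2C) catalytic fragment, aa 2-372 | amount = enzyme final amount 10 nM | read-out = Fall in 671/618 emission ratio as inhibition | medium = HEPES buffer, pH 7.5, plus ascorbate | schedule = 30 min reaction, 60 min detection, RT | measured by = LANCE TR-FRET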
Pf Dd2 inh: inhibitors of Plasmodium falciparum Dd2 growth | activity change, % at 10 µM | AID 1159554 | 94,000 compounds, 2.3% hits | P. falciparum Dd2 growth, SYBR Green, 72 h; active compounds read low; in the data active = activity change below about -80%; inconclusive = no clear call, values can overlap the other calls
C diff growth: inhibitors of Clostridium difficile growth; Clostridium difficile clinical isolate growth, OD600, 24 h; active compounds read low; growth activity, negative = inhibition, % at 16 µg/mL (by protocol); 86,000 compounds, 0.25% hits; AID 1259249;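 active = mean growth activity at or below -80% and every replicate also at or below -80%; inconclusive = mean at or below -80% but some replicate above -80%; inactive = mean growth activity above -80%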;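 also: 0% = DMSO wells and -100% = levofloxacin 16 µg/mL wells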
T cruzi growth: blocks T. cruzi growth in NIH3T3 culture. T. cruzi beta-gal in NIH3T3, GalScreen luminescence, 90 h. 77,000 compounds, 5.9% hits. inhibition, % at 8.34 µM. AID 624255;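 active = mean inhibition above about 93%, with at least 55% of replicates each passing it, limit read from the data, passing the limit was not always enough; inconclusive = only one of those two conditions holds; inactive = neither condition holds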
Active calls of the source: *; ? = inconclusive; . = not tested or not shown; & = joins results of further samples; ! = a repeat was not active.

SMILES	KDM4C inh	Pf Dd2 inh	C diff growth	T cruzi growth
CC(=O)N(C)C[C@@H]1Oc2cc(C3=CCCCC3)ccc2S(=O)(=O)N([C@H](C)CO)C[C@@H]1C	-1.1	11.9	.	45.1
CO[C@H]1CN(C)C(=O)c2ccc(NC(C)=O)cc2OC[C@@H](C)N(C(=O)C2CCC2)C[C@H]1C	0.3	-15.5	0.8	-10.5
CC=Cc1ccc2n(c1=O)C[C@H]1[C@H](CO)[C@@H](C(=O)NCCCN(C)C)[C@@H]2N1Cc1nccs1 (mixture of isomers)	-0.8	39.9	-5.0	.
C[C@H](CO)N1C[C@H](C)[C@@H](CN(C)Cc2ccncc2)Oc2cc(C3=CCCCC3)ccc2S1(=O)=O	-0.2	-71.1	10.2	115.5*
O=C(C[C@@H]1CC[C@@H]2NC[C@H](O)COC[C@H]2O1)N1CCc2ccccc2C1	-0.5	18.2	11.8&-1.2	13.0
C[C@H]1CCCCO[C@@H](CN(C)C(=O)NC2CCCCC2)[C@@H](C)CN([C@@H](C)CO)C(=O)c2cc(NC(=O)Cc3ccccc3)ccc2O1	.	?	-4.6	66.1
COc1ccc(CN(C)C[C@H]2Oc3ccc(NC(=O)Nc4ccc5c(c4)OCO5)cc3C(=O)N([C@H](C)CO)C[C@@H]2C)cc1	0.4	16.7	0.0	9.1
COc1cccc(NC(=O)N(C)C[C@@H]2OCc3ccccc3-c3c(n(C)c4ccccc34)C(=O)N([C@H](C)CO)C[C@H]2C)c1	-2.1	-47.6	-4.6	26.0
C[C@H](CO)N1C[C@H](C)[C@H](CN(C)Cc2cccc(C(=O)O)c2)Oc2ncc(C#CCN(C)C)cc2C1=O	9.3	59.2	-1.2	-28.2
CC(C)NC(=O)N(C)C[C@H]1Oc2ccc(NS(=O)(=O)c3ccccc3)cc2CC(=O)N([C@H](C)CO)C[C@@H]1C	-0.7	8.0	-9.6	-46.7
COc1ccc(NC(=O)N(C)C[C@H]2Oc3c(NC(=O)c4ccncc4)cccc3C(=O)N([C@H](C)CO)C[C@H]2C)cc1	-0.3	11.6	-0.6	6.2
Cc1noc(C)c1S(=O)(=O)Nc1ccc2c(c1)C(=O)N([C@@H](C)CO)C[C@H](C)[C@@H](CN(C)Cc1ccccc1)OCCCC[C@@H](C)O2	-0.8	-45.5	7.0	.
Cc1ccc(S(=O)(=O)Nc2ccc3c(c2)CC(=O)N([C@H](C)CO)C[C@@H](C)[C@@H](CN(C)S(C)(=O)=O)O3)cc1	14.8	17.5	5.8	19.4
C[C@H](CO)N1C[C@H](C)[C@H](CN(C)C(=O)Nc2ccc3c(c2)OCO3)Oc2ccc(NS(=O)(=O)c3cn(C)cn3)cc2C1=O	-0.9	-15.6	.	-21.7
CCCNC(=O)N1C[C@H]2[C@@H](c3ccccc31)[C@H](CO)N2CC1CCCC1	-2.0	-11.4	12.6	40.6
C[C@@H]1CN([C@@H](C)CO)C(=O)c2cc(NC(=O)Nc3cccc4ccccc34)ccc2O[C@H]1CN(C)Cc1ccc(C(F)(F)F)cc1	-0.5	8.7	-5.2	96.4*
N#Cc1cccc(-c2ccc(C3[C@@H]4CN(Cc5ccccc5)C[C@H]3N4)cc2)c1 (stereo partly specified)	1.2&16.4	-90.7*!	34.1&40.0	.
CCNC(=O)[C@@H]1[C@@H](CO)[C@@H]2Cn3c(ccc(-c4ccccc4F)c3=O)[C@@H]2N1C(C)=O	0.8	0.7	-0.4	66.8
C[C@@H]1CCCCO[C@@H](CN(C)C(=O)Nc2ccc(F)cc2)[C@H](C)CN([C@@H](C)CO)C(=O)c2cc(NS(C)(=O)=O)ccc2O1	-1.0	0.9	0.8	23.8
Cn1cnc(CCNC(=O)[C@H]2[C@H](CO)[C@H]3Cn4c(cccc4=O)[C@@H]2N3C(=O)Nc2ccccc2)c1	-1.2	1.5	-1.9	65.6
COc1ccc(CN(C)C[C@@H]2OCCCC[C@@H](C)Oc3ccc(NC(=O)c4ccccc4)cc3C(=O)N([C@H](C)CO)C[C@@H]2C)cc1	-1.1	-19.6	-7.8	10.9
CN1c2ccc(-c3cccc(F)c3)cc2[C@H]2[C@H](CCN2C(=O)c2cccc(F)c2)[C@H]1CO	-2.3	-8.5	-1.7	.
COCC#Cc1ccc([C@H]2[C@H](CO)N3C(=O)CN(C(=O)C4CCCC4)C[C@@H]23)cc1	0.8	-2.2	7.1	.
Cc1noc(C)c1NC(=O)N(C)C[C@@H]1Oc2c(NC(=O)NC(C)C)cccc2C(=O)N([C@H](C)CO)C[C@@H]1C	-1.4	9.2	-1.5	19.5
C[C@H]1CN([C@@H](C)CO)C(=O)Cc2cc(NC(=O)Nc3ccccc3)ccc2O[C@H]1CN(C)Cc1ccncc1	1.0	-0.6	0.5	31.3
CO[C@H]1CC[C@H]2CCOc3c(C#N)cccc3C(=O)N(C)C[C@@H](c3ccccc3)CC(=O)N(C)C[C@@H]1O2	1.0	-4.3	.	-23.5
CN(C)C(=O)C[C@H]1CC[C@H]2[C@@H](COc3ccc(NC(=O)C4CCCCC4)cc3C(=O)N2C)O1	-0.5	0.0	1.6	7.5
CCCNC(=O)[C@H]1[C@H](CO)[C@H]2Cn3c(ccc(-c4ccccc4)c3=O)[C@@H]1N2C(=O)CC	-1.5	6.8	5.8	.
C[C@@H]1CCCCO[C@H](CN(C)Cc2ccccc2)[C@H](C)CN([C@H](C)CO)C(=O)c2cc(NC(=O)c3ccccc3)ccc2O1	1.6	-59.5	10.2	77.1
O=C(C[C@@H]1CC[C@H](NC(=O)Cc2ccccn2)[C@H](CO)O1)NCCCN1CCOCC1	1.7	16.4	-2.7	.
C/C=C/c1ccc([C@H]2[C@H]3CN(S(=O)(=O)c4cccc(C)c4)CCCCN3[C@H]2CO)cc1	-1.3	-33.0	36.5	86.1
COCC(=O)N1CC2(C1)[C@H](c1ccccc1)[C@H](CO)N2C(=O)c1cccnc1	0.2	5.9	0.8	.
CCS(=O)(=O)N1CC2(C1)[C@@H](c1ccccc1)[C@H](CO)N2C(=O)C1CCCC1	-1.0	11.9	-0.4	.
C[C@H](CO)N1C[C@H](C)[C@H](CN(C)Cc2ccccn2)Oc2ncc(C#Cc3cccc(F)c3)cc2C1=O	1.6	-21.0	0.4	52.4
CC(=O)N(C)C[C@H]1Oc2ncc(Br)cc2C(=O)N([C@H](C)CO)C[C@@H]1C	-1.1	22.6	-2.0	-3.3
O=C(C[C@H]1CC[C@@H](NS(=O)(=O)c2ccc(F)cc2)[C@@H](CO)O1)N1CCc2ccccc2C1	-1.1	20.0	-0.7	-10.2
COc1cccc(CN2CC3(C2)CN(S(C)(=O)=O)[C@H](CO)c2[nH]c4cc(OC)ccc4c23)c1	-0.9	-12.3	-9.0	.
COc1ccc(S(=O)(=O)Nc2ccc3c(c2)C(=O)N([C@@H](C)CO)C[C@H](C)[C@@H](CN(C)C(=O)CCCN(C)C)OCCCC[C@H](C)O3)cc1	13.8	4.0	-4.3	-21.8
COc1ccc(NC(=O)N2CCCCN3[C@H](C2)[C@@H](c2ccc(C#CCC(C)C)cc2)[C@@H]3CO)cc1	-0.9	-47.7	-4.4	73.4
CCS(=O)(=O)Nc1ccc2c(c1)C(=O)N(C)C[C@H](OC)[C@H](C)CN(Cc1ccccn1)[C@@H](C)CO2	1.1	-20.3	.	52.7
C[C@@H]1CN([C@@H](C)CO)C(=O)Cc2cc(NC(=O)Nc3cccc4ccccc34)ccc2O[C@@H]1CN(C)Cc1ccc2c(c1)OCO2	-1.3	-0.2	-2.2	102.8*
COc1ccccc1NC(=O)N[C@H]1CC[C@H](CCn2cc(C3(O)CCCC3)nn2)O[C@H]1CO	8.2	5.5	.	51.0
C/C=C/c1ccc2c(c1)O[C@@H](CN(C)C(=O)CN1CCOCC1)[C@@H](C)CN([C@@H](C)CO)S2(=O)=O	-0.5	3.4	1.4	-32.5
C[C@@H]1CN([C@@H](C)CO)C(=O)c2cc(C3=CCCCC3)cnc2O[C@@H]1CN(C)Cc1ccccn1	2.8	-9.6	11.0	.
C[C@H](CO)N1C[C@H](C)[C@H](CN(C)C(=O)NC2CCCCC2)Oc2ccc(N(C)C)cc2C1=O	11.6	25.5	-0.3	14.1
COc1ccc(-c2ccc3c(c2)[C@H]2[C@H](CCN2S(=O)(=O)c2ccccc2F)[C@H](CO)N3C)cc1	4.5	-47.2	4.6	73.8
CN1CCN(C(=O)C[C@@H]2CC[C@@H]3[C@H](COC[C@@H](O)CN3Cc3ccc(Oc4ccccc4)cc3)O2)CC1	-2.5	0.7	.	-1.9
CCC(=O)N[C@H]1C=C[C@@H](CC(=O)NCCN2CCCCC2)O[C@@H]1CO	.	11.0	-6.1	-42.4
CO[C@@H]1CN(C)C(=O)c2cc(NC(=O)C3CCCC3)ccc2OC[C@H](C)NC[C@@H]1C	2.6	.	.	-45.7
C[C@@H]1CN([C@H](C)CO)C(=O)c2cc(NS(=O)(=O)c3ccc(F)cc3)ccc2O[C@@H]1CN(C)C(=O)NC1CCCCC1	1.1	-0.1	2.8	86.4
(further entries)
SMILES	KDM4C inh	Pf Dd2 inh	C diff growth	T cruzi growth
C[C@@H]1CN([C@@H](C)CO)S(=O)(=O)c2ccc(C#C[C@@H](C)O)cc2O[C@H]1CN(C)C(=O)Nc1ccccc1	.	-68.0	3.4	61.2
CCC(=O)Nc1ccc2c(c1)OC[C@H](C)N(C(=O)CN1CCOCC1)C[C@H](C)[C@H](OC)CN(C)C2=O	-0.1	.	1.5	39.6
Cc1noc(C)c1NC(=O)Nc1cccc2c1O[C@@H](CN(C)Cc1ccc(C(=O)O)cc1)[C@@H](C)CN([C@H](C)CO)C2=O	14.3	24.7	-9.3	-95.5
CN1C(=O)c2cc(NS(=O)(=O)c3ccccc3F)ccc2OC[C@@H]2O[C@H](CC(=O)NC3Cc4ccccc4C3)CC[C@H]21	-2.8	.	-1.8	30.1
Cc1noc(C)c1NC(=O)N(C)C[C@@H]1Oc2cc(C#CCC3CCCC3)ccc2S(=O)(=O)N([C@@H](C)CO)C[C@@H]1C	1.0	-42.4	16.5	.
O=C(C[C@@H]1C=C[C@H](NC(=O)Nc2ccc(C(F)(F)F)cc2)[C@H](CO)O1)NCCN1CCCC1	-1.0	1.3	6.7	63.2
CC=Cc1ccc2n(c1=O)C[C@@H]1[C@@H](CO)[C@H](C(=O)NCc3ccccn3)N(CCC)[C@H]21 (mixture of isomers)	12.0	35.6	2.0	.
Cc1ccccc1-c1ccc([C@H]2[C@H](CO)N3CCCCN(S(=O)(=O)c4cn(C)cn4)C[C@@H]23)cc1	-0.5	15.2	-4.2	75.3
CN(C)CC(=O)N1[C@H](C#N)[C@H](c2ccccc2-c2cccc(C(=O)N(C)C)c2)[C@H]1CO	-0.3	11.5	33.9	.
COc1ccccc1-c1ccc([C@@H]2[C@@H](C#N)N(C(=O)c3cccc(F)c3)[C@@H]2CO)cc1	-1.9	-36.8	9.8	68.0

Part of the list above, set out differently.
KDM4C inh	Pf Dd2 inh	C diff growth	T cruzi growth	SMILES
-0.3	11.6	-0.6	6.2	COc1ccc(NC(=O)N(C)C[C@H]2Oc3c(NC(=O)c4ccncc4)cccc3C(=O)N([C@H](C)CO)C[C@H]2C)cc1
1.7	16.4	-2.7	.	O=C(C[C@@H]1CC[C@H](NC(=O)Cc2ccccn2)[C@H](CO)O1)NCCCN1CCOCC1
12.0	35.6	2.0	.	CC=Cc1ccc2n(c1=O)C[C@@H]1[C@@H](CO)[C@H](C(=O)NCc3ccccn3)N(CCC)[C@H]21 (mixture of isomers)
-0.2	-71.1	10.2	115.5*	C[C@H](CO)N1C[C@H](C)[C@@H](CN(C)Cc2ccncc2)Oc2cc(C3=CCCCC3)ccc2S1(=O)=O

Carrying on.
SMILES	KDM4C inh	Pf Dd2 inh	C diff growth	T cruzi growth
C[C@H](CO)N1C[C@H](C)[C@@H](CN(C)C(=O)NC2CCCCC2)Oc2ncc(/C=C/c3ccccc3)cc2C1=O	0.4	-83.7*	6.0	.
CO[C@H]1CN(C)C(=O)c2ccc(NC(=O)c3ccc(F)cc3)cc2OC[C@H](C)N(C(=O)c2ccc(F)cc2)C[C@H]1C	-0.1	-47.0	.	27.8
CCC(=O)N(C)C[C@H]1Oc2ncc(C#CC(C)(C)O)cc2C(=O)N([C@H](C)CO)C[C@H]1C	0.7	30.1	-0.5	-1.7
CCc1cnc(N2[C@H](CO)[C@@H](c3ccc(C#Cc4ccccc4F)cc3)[C@@H]2C#N)s1	-1.2	-39.7	15.5	102.8*
CCCNC(=O)N(C)C[C@@H]1Oc2ncc(-c3ccccc3F)cc2C(=O)N([C@@H](C)CO)C[C@@H]1C	-1.1	2.5	-5.0	.
N#C[C@H]1[C@H](c2ccccc2C2=CCCC2)[C@H](CO)N1C(=O)NC1CCCC1	0.4	-20.4	-4.9	.
Cc1ccccc1S(=O)(=O)N1[C@@H]2CNC[C@H]1C2c1ccc(-c2ccncc2)cc1 (stereo partly specified)	-1.2&-0.4	7.2&-12.8	-8.5&-4.6	.
Cc1ccc(S(=O)(=O)Nc2ccc3c(c2)C(=O)N([C@H](C)CO)C[C@@H](C)[C@H](CN(C)Cc2ccncc2)OCCCC[C@@H](C)O3)cc1	0.9	-51.7	.	68.8
